# FUS yeast rescue: suppressors of FUS proteinopathy in yeast; S. cerevisiae FUS-expressing, growth rescue, OD600, 24 h; Potency, µM (top dose mostly 76.6 µM), for inactives: top-dose growth rescue (activation), most hits filed as activators; 390,000 tested, 0.24% active;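 further: potency means the concentration at half of the fitted maximal effect; plate controls were DMSO vehicle for no effect and reference control for full effect; nearly all actives have a fitted effect of over 55% in size; some results filed as inactive show a strong effect at the top dose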
#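 Compound concentration series was pinned onto galactose-induced FUS-expressing yeast seeded at OD 0.005. Plates sat 24hr at 30C; absorbance at 600 nm gave growth. DMSO served as background control.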
# PI5P4Ka inh: PI5P4K alpha (human) kinase inhibition; max response, %; PI5P4Kalpha enzyme, ADP-Glo luminescence, 60 min; hits give low values; AID 652105; 330,000 tested, 1.2% active; active means max response of -50% or lower; inconclusive means between -30% and -50%; inactive means -30% or higher; further: value at the top dose of about 77 µM; on the % scale 0 is the no-effect control and ±100 the full control effect
# Target sequence (P48426 whole entry, looked up): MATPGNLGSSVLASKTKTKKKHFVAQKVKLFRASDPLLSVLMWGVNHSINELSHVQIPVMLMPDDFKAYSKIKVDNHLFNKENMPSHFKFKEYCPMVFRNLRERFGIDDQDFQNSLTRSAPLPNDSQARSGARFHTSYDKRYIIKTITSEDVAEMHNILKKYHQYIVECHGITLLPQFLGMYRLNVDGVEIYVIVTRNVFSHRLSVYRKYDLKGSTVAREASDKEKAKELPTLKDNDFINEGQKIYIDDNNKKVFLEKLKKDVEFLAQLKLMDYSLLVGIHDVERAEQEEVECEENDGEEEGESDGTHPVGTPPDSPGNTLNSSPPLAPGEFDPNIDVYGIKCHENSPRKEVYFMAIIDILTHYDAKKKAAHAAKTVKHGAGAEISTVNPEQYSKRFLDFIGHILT
#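 Quantitative HTS of the MLSMR library against PI5P4Kalpha with substrate. ATP added last at 5 microM final; room temperature, 60 minutes. Remaining ATP depleted, ADP converted and read as luminescence.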
# Abeta yeast res: restores growth of yeast expressing A-beta42 peptide; yeast expressing A-beta42, growth rescue, OD600, 48 h; response scale: 0% DMSO, 100% iron-clioquinol control; 410,000 tested, 0.063% active; Potency, µM (titrated, usually from 46.1 µM), for inactives: top-dose growth rescue, usual class: activators; AID 1347071; further: potency means the concentration at half of the fitted maximal effect; nearly all actives have a fitted effect of over 55% in size
#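 Yeast growth medium received pinned compounds, then yeast cells expressing toxic A-beta were added; plates incubated at 30 C for 48 hr. Growth read as absorbance at 600 nm, normalized to DMSO and equimolar FeCl3 plus clioquinol controls.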
# PLK1 PBD block: PLK1 (human) polo-box domain binding inhibition; Plk1 PBD binding of FITC phosphopeptide, fluorescence polarization; P53350; Potency, µM, for inactives: max response, negative = inhibition, usual class: inhibitors; 360,000 tested, 2.8% active; further: potency means the concentration at half of the fitted maximal effect; series mostly up to about 57 µM; on the % scale 0 is the no-effect control and ±100 the full control effect; nearly all actives have a fitted effect of over 65% in size
# Target sequence (P53350 whole entry, looked up, the tested form may be a part): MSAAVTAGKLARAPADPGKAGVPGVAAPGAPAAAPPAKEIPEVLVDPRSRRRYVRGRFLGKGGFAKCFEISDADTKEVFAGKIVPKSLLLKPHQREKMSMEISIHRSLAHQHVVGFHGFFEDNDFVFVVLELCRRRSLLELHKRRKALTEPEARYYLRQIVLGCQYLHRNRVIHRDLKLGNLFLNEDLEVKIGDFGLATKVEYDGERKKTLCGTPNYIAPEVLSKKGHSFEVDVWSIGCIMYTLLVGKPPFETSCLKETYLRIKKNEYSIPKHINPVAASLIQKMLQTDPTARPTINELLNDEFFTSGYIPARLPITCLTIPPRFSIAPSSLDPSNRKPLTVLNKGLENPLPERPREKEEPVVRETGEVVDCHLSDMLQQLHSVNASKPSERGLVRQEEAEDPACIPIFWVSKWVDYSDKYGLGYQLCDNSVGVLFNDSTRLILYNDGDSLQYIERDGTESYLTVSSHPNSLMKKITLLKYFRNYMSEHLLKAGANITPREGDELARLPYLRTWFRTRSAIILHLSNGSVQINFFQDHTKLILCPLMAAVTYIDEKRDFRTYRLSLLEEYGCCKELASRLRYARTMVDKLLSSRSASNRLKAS
# IL2 activator: IL-2 activation | activation, % (series mostly up to about 46 µM) | 360,000 tested, 0.065% active | IL-2 activation reporter assay, cell-based qHTS; stimulated with anti-CD3/CD4/CD28 beads; in transgenic mouse T cells; in the data active means activation above about 50%; inconclusive means mostly about 30% to 49%; further: 0% is about no effect
#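 First, unstimulated transgenic mouse T cells were exposed to compound for 60 min. Next, anti-CD3/anti-CD4-coated beads with anti-CD28 were added. Finally, after 18 h at 37 degrees C, EGFP and DsRed were imaged.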
# WRN helicase inh: blocks human WRN helicase; Potency, µM (series often up to 114 µM), without a hit: at the top dose activity change, negative = inhibition, most hits filed as inhibitors; WRN helicase unwinding, fluorescent forked duplex, kinetic; Q14191; 360,000 tested, 0.46% active; further: potency means the concentration at half of the fitted maximal effect; on the % scale 0 is the no-effect control and ±100 the full control effect; nearly all actives have a fitted effect of over 55% in size
#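 Enzyme (20 nM final) and test compound sit together 15 min at room temperature before substrate addition. Substrate is a single-forked duplex oligonucleotide (100 nM) labelled with fluorophore and quencher, with 2 mM ATP; helicase unwinding raises red fluorescence, read kinetically.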
# EPAC1 antagonist: EPAC1 (human) antagonism. Potency, µM (top dose mostly 115 µM), inactives show top-dose activity change, negative = inhibition, actives largely listed as inhibitors. O95398. 360,000 tested, 0.14% active. EPAC1 GEF assay, Rap1b-BODIPY-GDP exchange fluorescence;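 further: potency means the concentration at half of the fitted maximal effect; plate controls were vehicle for no effect and positive control for full effect; nearly all actives have a fitted effect of over 50% in size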
# EPAC1 agonist: agonists of human EPAC1 | O95398 | EPAC1 agonist qHTS, biochemical assay; response scale: 100% = response to 6.5 mM cAMP | Potency, µM (highest dose often 154 µM), for inactives: at the highest dose activation, usual class: activators | 360,000 tested, 0.073% active | AID 720707; further: potency means the concentration at half of the fitted maximal effect; nearly all actives have a fitted effect of over 60% in size
#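 Fluorescent GDP-exchange assay: 100 nM EPAC1 with 250 nM Rap1B preloaded with BODIPY-GDP and 50 uM GDP; compounds tested as concentration series, 5 min at room temperature, then read every 5 min for 30 min (ex 480/em 540 nm); normalized to 6.5 mM cAMP.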
# * = called active by the depositor; ? = inconclusive; · = no result given; [ ] = another dose, or the depositor's remark. Unless noted, the call rests on the fitted dose curve; in most records, active means well fitted curve in the direction sought with a large enough effect; inconclusive means small, poorly fitted or top-dose-only effect, or another doubt; inactive means no such curve, though single readings can be large; an effect the other way counts as inactive or inconclusive. A portion of the library; the hit share may differ from the screen's.
# Preview, six compounds:
[1] COc1ccccc1C1CC2CCC(C1OC(C)=O)N2Cc1ccccc1 (configuration not stated)
[2] Fc1ccc2c(c1)nnn2C1CCN(Cc2c(Cl)cccc2Cl)CC1
[3] O=C(/C=C/C=C/c1ccccc1)CC1(O)C(=O)Nc2ccccc21 (configuration not stated)
[4] Cc1nn(Cc2ccccc2Cl)c(C)c1C(=O)OCC(=O)NC1CCS(=O)(=O)C1 (configuration not stated)
[5] CC(C)N1C(=O)CC2(CC[N+](C)(CCOC(=O)C(O)(c3ccccc3)c3ccccc3)CC2)C1=O (configuration not stated)
[6] CC12CCC3c4ccc(OP(=O)(N5CC5)N5CC5)cc4CCC3C1CCC2=O (configuration not stated)

screen / no.	1	2	3	4	5	6
FUS yeast rescue	14%	-13%	17%	-23%	?	31%
PI5P4Ka inh	-2	0	-15	5	-6	-2
Abeta yeast res	9%	-5%	-14%	-14%	-13%	-6%
PLK1 PBD block	-2%	-2%	-22%	-19%	-15%	-6%
IL2 activator	0.3	4.1	1.0	-1.6	0.0	0.3
WRN helicase inh	2%	-1%	-4%	-14%	-8%	10%
EPAC1 antagonist	-4%	8%	-29%	-2%	2%	-2%
EPAC1 agonist	6%	5%	4%	8%	-5%	8%

# The listing, repeating the preview:
[1] COc1ccccc1C1CC2CCC(C1OC(C)=O)N2Cc1ccccc1 (configuration not stated)
[2] Fc1ccc2c(c1)nnn2C1CCN(Cc2c(Cl)cccc2Cl)CC1
[3] O=C(/C=C/C=C/c1ccccc1)CC1(O)C(=O)Nc2ccccc21 (configuration not stated)
[4] Cc1nn(Cc2ccccc2Cl)c(C)c1C(=O)OCC(=O)NC1CCS(=O)(=O)C1 (configuration not stated)
[5] CC(C)N1C(=O)CC2(CC[N+](C)(CCOC(=O)C(O)(c3ccccc3)c3ccccc3)CC2)C1=O (configuration not stated)

screen / no.	1	2	3	4	5
FUS yeast rescue	14%	-13%	17%	-23%	?
PI5P4Ka inh	-2	0	-15	5	-6
Abeta yeast res	9%	-5%	-14%	-14%	-13%
PLK1 PBD block	-2%	-2%	-22%	-19%	-15%
IL2 activator	0.3	4.1	1.0	-1.6	0.0
WRN helicase inh	2%	-1%	-4%	-14%	-8%
EPAC1 antagonist	-4%	8%	-29%	-2%	2%
EPAC1 agonist	6%	5%	4%	8%	-5%

[6] CC12CCC3c4ccc(OP(=O)(N5CC5)N5CC5)cc4CCC3C1CCC2=O (configuration not stated)
[7] O=C1C(=Cc2ccccc2)N2CCC1CC2
[8] COc1ccccc1Cc1c(-c2ccc(C)cc2)nc2cc(C)c(Br)c(C)n12
[9] C[C@]12CC[C@H](O)CC1=CCC1C2CC[C@]2(C)C(=O)[C@H](Br)CC12 (some centres not stated)
[10] CC(C)(C)NC(=O)C1CC2CCCCC2CN1 (configuration not stated)

screen / no.	6	7	8	9	10
FUS yeast rescue	31%	-12%	15%	·	18%
PI5P4Ka inh	-2	1	18	13	3
Abeta yeast res	-6%	-17%	-6%	0%	0%
PLK1 PBD block	-6%	2%	-5%	-8%	-15%
IL2 activator	0.3	-0.1	1.1	-4.2	-3.5
WRN helicase inh	10%	-4%	-1%	-9%	19%
EPAC1 antagonist	-2%	-2%	-20%	-6%	-14%
EPAC1 agonist	8%	-5%	?	-4%	-3%

[11] CC(=NCc1cccnc1)c1c(O)n(C2CCCCC2)c(=O)[nH]c1=O
[12] COc1ccccc1N1CCNCC1
[13] Cc1cnc(-n2c(=S)[nH]c3ccccc3c2=O)s1
[14] O=C(C[N+]12CCC(CC1)C(CO)C2)c1ccc([N+](=O)[O-])cc1 (configuration not stated)
[15] COC(=O)C1=C(c2ccc(OC)c(OC)c2)C[C@@H]2CC[C@H]1N2C(=O)N1CCC(O)CC1

screen / no.	11	12	13	14	15
FUS yeast rescue	?	-32%	13%	-26%	-31%
PI5P4Ka inh	-1	-1	1	5	-5
Abeta yeast res	-1%	-23%	-9%	1%	21%
PLK1 PBD block	-5%	-18%	-3%	2%	4%
IL2 activator	0.0	-0.3	-0.4	-0.6	0.3
WRN helicase inh	-1%	7%	5%	-5%	3%
EPAC1 antagonist	-18%	14%	-9%	-19%	5%
EPAC1 agonist	-2%	-1%	-15%	-4%	-5%

[16] CCOC(=O)c1c(-n2c(C)cc(C=C3C(=O)NC(=S)NC3=O)c2C)sc2c1CCCC2
[17] O=C1NCN(c2ccccc2)C12CCN(C(c1cc3ccccc3o1)c1nnnn1-c1ccc3c(c1)OCCO3)CC2 (configuration not stated)
[18] CCC(=NCC1CCCO1)c1c(O)n(-c2ccc(OC)cc2)c(=O)[nH]c1=O (configuration not stated)
[19] CCC(=NCC1CCCO1)c1c(O)n(-c2ccccc2)c(=O)[nH]c1=O (configuration not stated)
[20] CSc1nc2ccc(C)cc2c(=O)n1-c1cccnc1

screen / no.	16	17	18	19	20
FUS yeast rescue	13%	?	22%	0%	0%
PI5P4Ka inh	-63*	-7	17	-7	-7
Abeta yeast res	22%	-6%	-18%	-3%	-4%
PLK1 PBD block	0.3µM*	0%	-13%	-9%	-4%
IL2 activator	-3.1	-0.5	0.4	-0.5	0.5
WRN helicase inh	56µM*	3%	4%	-1%	-3%
EPAC1 antagonist	?	-16%	0%	-12%	2%
EPAC1 agonist	7%	-19%	1%	10%	6%

[21] O=C1NC(=O)N(c2ccc3c(c2)OCO3)C(=O)/C1=C\c1ccc(-c2ccccc2C(=O)O)o1
[22] Cc1cc(C)c(OCC(=O)N2CCN(c3ncc(C(F)(F)F)cc3Cl)CC2)c(C)c1
[23] COc1cc(C(=S)N2CCOCC2)ccc1O
[24] Cc1ccccc1NP(=O)(Oc1ccccc1F)Oc1ccccc1F
[25] c1ccc(-c2ccc(-c3n(-c4ccccn4)c4ccccc4[n+]3-c3ccccn3)cc2)cc1

screen / no.	21	22	23	24	25
FUS yeast rescue	17%	·	5%	·	?
PI5P4Ka inh	-52*	1	-18	15	2
Abeta yeast res	-8%	6%	-8%	3%	15%
PLK1 PBD block	3µM*	6%	12µM*	2%	-7%
IL2 activator	-0.7	-1.9	2.9	1.2	-1.1
WRN helicase inh	56µM*	-13%	?	-14%	-7%
EPAC1 antagonist	-21%	?	16%	-4%	-20%
EPAC1 agonist	6%	-9%	3%	6%	-5%

[26] C[C@]12CCC3C(CC[C@H]4C[C@@H](O)CC[C@]34C)C1CC[C@@H]2OC(=O)[C@H](N)CCCCN (some centres not stated)
[27] Cc1ccnc(-n2c(C)cc(/C=C3\C(=O)NC(=S)N(C)C3=O)c2C)c1
[28] Cc1nc2ccc(Nc3nc4cc(S(=O)(=O)N5CCOCC5)ccc4o3)cc2s1
[29] O=c1[nH]c(=O)n(CCc2ccc(F)cc2)c(O)c1/C=N/N1CCCCC1
[30] COc1ccccc1OCC#CCN1CCCC1

screen / no.	26	27	28	29	30
FUS yeast rescue	7%	16%	33%	10%	-30%
PI5P4Ka inh	1	?	3	2	8
Abeta yeast res	-49%[inhibitor]	?	-8%	-7%	4%
PLK1 PBD block	-10%	2.4µM*	4.7µM*	-13%	-4%
IL2 activator	-0.2	0.0	0.4	2.9	-0.9
WRN helicase inh	1%[11.6 µM]	?	-21%	-2%	3%
EPAC1 antagonist	-5%	21%	5%	-10%	5%
EPAC1 agonist	5%	-2%	9%	4%	0%

[31] C[C@@H]1CN([C@H](C)CO)C(=O)c2cc(NC(=O)Nc3ccc(C(F)(F)F)cc3)ccc2O[C@H]1CN(C)S(=O)(=O)c1cccs1
[32] CC(C(=O)c1c[nH]c2ccccc12)N1CCSCC1 (configuration not stated)
[33] O=C1NC(=O)C(=Cc2ccc(SC3CCCCC3)o2)C(=O)N1
[34] CC1CC(OC(=O)c2ccccc2)(c2ccccc2)C(C)CN1C (configuration not stated)
[35] Cc1ccc(S(=O)(=O)NCCC(=O)Nc2ccc(Cl)cc2C(=O)c2ccccc2)cc1

screen / no.	31	32	33	34	35
FUS yeast rescue	10µM*	22%	38%	1%	21%
PI5P4Ka inh	4	0	-75*	4	2
Abeta yeast res	5%	0%	12%	2%	0%
PLK1 PBD block	-18%	?	0.6µM*	-5%	-3%
IL2 activator	-0.4	0.2	-2.9	0.4	-3.7
WRN helicase inh	-3%	6%	?	5%	-5%
EPAC1 antagonist	?	-11%	-19%	3%	-14%
EPAC1 agonist	-16%	5%	-14%	-4%	5%

[36] C=CCN(CC=C)Cc1c[nH]c2ccccc12
[37] Nc1ccc2c3c(cccc13)CC2
[38] Cc1cc(-c2ccccc2)cc(-c2ccccc2)[n+]1CCc1ccccc1
[39] Cc1ccc(S(=O)(=O)N2CC3CC(C2)c2cccc(=O)n2C3)cc1 (configuration not stated)
[40] COC(=O)C(O)(c1ccc(NC(=O)Oc2ccccc2)cc1)C(F)(F)F (configuration not stated)

screen / no.	36	37	38	39	40
FUS yeast rescue	-12%	22%	-13%	0%	·
PI5P4Ka inh	·	6	7	·	-4
Abeta yeast res	-7%	16%	2%	3%	4%
PLK1 PBD block	-8%	-14%	-5%	-11%	?
IL2 activator	-2.9	83*	-0.3	-3.1	-0.7
WRN helicase inh	0%[57.1 µM]	-9%	-4%	-2%	-13%
EPAC1 antagonist	5%	38%[activator]	2%	4%	-1%
EPAC1 agonist	-4%	-55%[inhibitor]	1%	9%	1%

[41] OC(Cn1c2ccccc2c2ccccc21)C[n+]1ccccc1 (configuration not stated)
[42] Cc1ccsc1C(=O)C1CCCN(Cc2ccc(O)cc2)C1 (configuration not stated)
[43] CC(=O)C1=C(C)OC(N)=C(C(=O)OC(C)C)C12C(=O)Nc1ccccc12 (configuration not stated)
[44] C[C@]12CCC(=O)C=C1CCC1C2CC[C@@]2(C)C1CC[C@@]2(O)CC#N (some centres not stated)
[45] O=C(CCC(=O)N1C[C@H]2C[C@@H](C1)c1cccc(=O)n1C2)NCc1ccccc1C(F)(F)F
[46] COc1ccc(CN2CCCC(C(=O)c3sccc3C)C2)cc1O (configuration not stated)
[47] COC(=O)C1=C(c2ccc(F)cc2F)C[C@@H]2CC[C@H]1N2C(=O)NCCOc1ccc(OC)cc1

screen / no.	41	42	43	44	45	46	47
FUS yeast rescue	18%	-23%	3%	8%	-11%	-29%	36%
PI5P4Ka inh	·	0	·	·	-1	3	8
Abeta yeast res	-6%	13%	12%	20%	-5%	-2%	5%
PLK1 PBD block	-12%	-3%	3%	-1%	-1%	1%	-6%
IL2 activator	-2.9	-1.8	-2.2	3.3	-0.4	0.4	-0.6
WRN helicase inh	11%	2%	-14%	-16%	-6%	-12%	2%
EPAC1 antagonist	-23%	-1%	2%	10%	-3%	9%	-4%
EPAC1 agonist	2%	-1%	7%	-9%	11%	11%	-7%
